Eya2 phos inh: inhibitors of human Eya2 phosphatase activity. O00167. 330,000 tested, 0.006% active. Potency, µM (series often up to 76.9 µM), for the others: at the highest dose activity, negative = inhibition, hits mostly inhibitors. recombinant Eya2, OMFP fluorescence dephosphorylation (OMFP is methylfluorescein phosphate); note: potency is the fitted concentration of half-maximal effect; % is set by controls: 0 for no effect and ±100 for the full control effect
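Eya2 protein (added as 0.2 uM solution) was preincubated with compound for 10 min at ambient temperature in 50 mM HEPES pH 7.5, 50 mM NaCl, 5 uM MgCl2, 0.05% BSA, 1 mM DTT. OMFP (added at 50 uM) then reacted 10 min; fluorescence read at 485/525 nm.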
ELG1 repair inh: blocks ELG1-dependent DNA repair in HEK293T cells; HEK293T ELG1-luciferase reporter, luminescence, 16 h; DNA damage induced by 5-fluorouridine; AID 504467; 330,000 tested, 2.3% active; Potency, µM (top dose mostly 46.1 µM), inactives show at the top dose activity change, negative = inhibition, actives largely listed as inhibitors; note: potency is the fitted concentration of half-maximal effect; % is set by controls: 0 for no effect and ±100 for the full control effect; nearly all actives have a fitted effect of over 55% in size
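In this reporter screen, reduction of luminescence relative to DMSO vehicle indicated activity. Compounds and 5-fluorouridine were added together to 2,000 cells per well, incubated for 16 hr at 37 °C, then developed with ONE-Glo.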
KCNH2 3.1 block: blocks the human KCNH2 3.1 channel isoform; U2OS KCNH2 3.1, thallium flux FluxOr; stronger effect = lower value; activity change, % (tested at about 1.8 µM); 340,000 tested, 0.95% active; AID 720553;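 active = maximum activity change below -70%; inconclusive = maximum activity change from -70% to -50%; inactive = maximum activity change above -50%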;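 note: thallium influx rate constant from kinetic fluorescence after stimulation buffer; % is set by controls: 0 for no effect and ±100 for the full control effect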
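Thallium flux via FluxOr fluorescence (Red40 quencher, 45 min loading) in U2OS cells virally expressing the KCNH2 3.1 isoform (1.77 x 10^8 /mL virus, overnight at 37 C). Rate constants from 2-min kinetic reads post-stimulation, normalised to positive and negative controls.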
hERG WT inh: inhibitors of human wildtype KCNH2 potassium channel | Q12809 | U2OS, BacMam KCNH2, thallium flux FluxOr; stronger effect = lower value | activity change, % at 1.84 µM | 340,000 tested, 0.37% active | AID 720551;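 active = maximum activity change below -70%; inconclusive = maximum activity change between -70% and -50%; inactive = maximum activity change above -50%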; note: % is set by controls: 0 for no effect and ±100 for the full control effect
Target sequence (Q12809 whole entry, looked up): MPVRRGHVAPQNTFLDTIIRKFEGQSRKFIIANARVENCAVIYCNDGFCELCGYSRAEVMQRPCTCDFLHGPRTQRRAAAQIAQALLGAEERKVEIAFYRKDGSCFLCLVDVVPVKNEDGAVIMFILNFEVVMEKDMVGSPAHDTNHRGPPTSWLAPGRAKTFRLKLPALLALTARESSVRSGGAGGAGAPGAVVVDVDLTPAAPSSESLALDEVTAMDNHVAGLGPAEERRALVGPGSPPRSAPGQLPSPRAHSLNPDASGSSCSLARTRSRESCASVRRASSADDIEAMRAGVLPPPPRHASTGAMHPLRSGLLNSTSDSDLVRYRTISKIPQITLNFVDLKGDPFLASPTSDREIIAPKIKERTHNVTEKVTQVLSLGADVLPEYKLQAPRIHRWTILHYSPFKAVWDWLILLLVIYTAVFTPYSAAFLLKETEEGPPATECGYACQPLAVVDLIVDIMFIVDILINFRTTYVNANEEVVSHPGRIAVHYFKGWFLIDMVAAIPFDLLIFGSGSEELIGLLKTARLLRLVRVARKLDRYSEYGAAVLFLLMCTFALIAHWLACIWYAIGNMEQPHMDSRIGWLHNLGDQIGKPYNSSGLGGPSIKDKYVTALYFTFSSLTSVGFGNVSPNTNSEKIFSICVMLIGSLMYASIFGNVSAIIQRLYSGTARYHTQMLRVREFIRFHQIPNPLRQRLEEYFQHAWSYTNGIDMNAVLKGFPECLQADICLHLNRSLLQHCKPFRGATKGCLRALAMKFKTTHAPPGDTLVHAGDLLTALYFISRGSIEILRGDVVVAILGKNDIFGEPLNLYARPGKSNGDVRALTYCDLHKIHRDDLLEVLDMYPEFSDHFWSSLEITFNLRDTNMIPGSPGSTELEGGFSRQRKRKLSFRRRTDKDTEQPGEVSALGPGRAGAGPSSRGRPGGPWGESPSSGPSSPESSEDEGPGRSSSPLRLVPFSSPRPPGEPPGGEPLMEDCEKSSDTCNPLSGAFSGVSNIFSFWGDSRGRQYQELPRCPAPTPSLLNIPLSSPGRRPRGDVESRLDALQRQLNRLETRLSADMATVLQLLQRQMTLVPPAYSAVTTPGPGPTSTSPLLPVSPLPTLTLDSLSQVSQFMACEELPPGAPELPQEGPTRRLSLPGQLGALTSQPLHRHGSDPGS
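U2OS cells were transduced with wild-type KCNH2 virus (2.03 x 10^8 / mL) for 4 h at room temperature, then cultured overnight at 37 C. Thallium flux was read with FluxOr dye. Rate constants were normalized to DMSO controls.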
TCR act: activates T cell receptor signaling; primary human leukocytes, anti-CD3, IL-2 HTRF, 48 h; Potency, µM (series often up to 9.22 µM), for the others: top-dose activation of IL-2 secretion, actives largely listed as activators; 330,000 tested, under 10 active; AID 504894; note: % of control where 0% means no effect
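Primary human leukocytes incubated 48 hr with anti-CD3 beads plus compound, without co-stimulation. Secreted IL-2 measured by HTRF (europium cryptate/d2 anti-IL-2 pair, 320 nm excitation, 665 nm emission).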
USP2a inh: inhibitors of human ubiquitin-specific protease USP2a | O75604 | USP2 core, Ub-CHOP2 coupled fluorogenic reporter, 485/531 | Potency, µM (doses to about 38.3 µM), for inactives: top-dose activity change, negative = inhibition, most hits filed as inhibitors | 330,000 tested, 0.01% active | AID 463254;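 note: potency is the fitted concentration of half-maximal effect; plate controls were DMSO wells for no effect and full inhibition by NEM control for full effect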
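Deubiquitinase activity read as fluorescence (485/531 nm) after Ub-CHOP2 cleavage activates the enterokinase reporter on its substrate; USP2 core 10nM, Ub-CHOP2 and substrate 25nM each, 30min compound preincubation then 60min RT; data normalized to NEM, curves fitted.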
A-T KAP1 phos: potential ataxia-telangiectasia treatments restoring KAP-1 phosphorylation. […] A-T fibroblasts, KAP-1 phosphorylation AlphaLISA; neocarzinostatin DNA damage 30 min before lysis. Potency, µM (highest dose often 57.5 µM), for the others: top-dose activation, actives largely listed as activators. 320,000 tested, 0.19% active; note: potency is the fitted concentration of half-maximal effect; % of control where 0% means no effect; nearly all actives have a fitted effect of over 45% in size
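ATM-like activity read as KAP-1 phosphorylation via AlphaLISA donor/acceptor antibody pairs after lysis and 6 hr at 25C. Cells were ATM-null patient fibroblasts ([…], hTERT), dosed 60 min, then exposed to the DSB inducer NCS for 30 min.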
TSHR antag: human thyrotropin receptor antagonism. P16473. TSHR-expressing cells, TSH-stimulated cAMP HTRF, 2 h; stronger effect = lower value. activity change, negative = inhibition, % at 11.5 µM. 330,000 tested, 0.2% active. AID 504810;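 active = activity change below a set negative limit, meaning inhibition stronger than a set level, cut at about -70% in these data; inconclusive = activity change between two set negative limits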; note: % is set by controls: 0 for no effect and ±100 for the full control effect
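Cell-based HTRF cAMP assay; TSHR cells + compound, TSH EC80 (4nM final), 2 h, 37 deg C. Lysis with anti-cAMP cryptate and cAMP-d2, 30 min RT, read 665/620 nm.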
Mito fusion act: mitochondrial division inhibition or fusion activation. S. cerevisiae fusion-defective mutant growth rescue, CellTiterGlo 48 h. Potency, µM (top dose mostly 46.1 µM), for inactives: at the highest dose growth rescue (activation), usual class: activators. 320,000 tested, 0.23% active;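 note: potency is the fitted concentration of half-maximal effect; % of control where 0% means no effect; nearly all actives have a fitted effect of over 45% in size; temperature-sensitive fusion mutants such as fzo1-1 at 37 °C on non-fermentable ethanol glycerol medium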
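Compounds are tested for their ability to restore growth of mitochondrial fusion-defective yeast strains at non-permissive 37C in YPEG medium over 48 hours. Viability is quantified by luciferase luminescence.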
TRPV1 agonist: human TRPV1 agonism | TRPV1-expressing cells, Fluo-8 calcium influx, agonist mode | activation, % at 8.33 µM | 320,000 tested, 0.19% active; in the data active = activation above about 80%; inconclusive = between about 30% and that limit; note: 0% is about no effect
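Fluo-8 calcium influx in TRPV1-expressing cells, kinetic read (ex 480/em 520 nm). Compound added and read 3 min for agonist activity, followed by capsaicin at EC20 final and 2 min further read for enhancement.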
Starred values were filed as active, the others as inactive; ? = inconclusive; nt = no result given; [ ] = another dose, or the depositor's remark. Unless noted, calls come from the whole dose curve; as a rule, active = well fitted curve in the direction sought with a large enough effect; inconclusive = small, poorly fitted or top-dose-only effect, or another doubt; inactive = no such curve, though single readings can be large; an effect the other way counts as inactive or inconclusive. These rows are one share of the data; rates above refer to the full screens.

SMILES | Eya2 phos inh | ELG1 repair inh | KCNH2 3.1 block | hERG WT inh | TCR act | USP2a inh | A-T KAP1 phos | TSHR antag | Mito fusion act | TRPV1 agonist
CCOC(=O)c1nn(-c2ccccc2C)c2nc(CC(C)C)c(C#N)c(=O)n12 | 1.1% | -0.6% | -11.8 | 1.0 | 4.6%[46.1 µM] | -0.3% | 3.7% | 1.0 | -2.5% | 4.1
Cc1ccc(S(=O)(=O)Nc2ccc3c(c2)CC(=O)N([C@H](C)CO)C[C@H](C)[C@H](CN(C)Cc2ccc4c(c2)OCO4)O3)cc1 | 11.1% | -1.9% | -4.1 | 10.0 | -3.1% | 1.2% | 3.0% | -13.2 | nt | nt
O=C(COc1ncnc2ccc(Br)cc12)NC1CCCC1 | -13.5% | 7.9% | 8.2 | 1.5 | -5.4% | 0.9% | 2.9% | -6.7 | -3.1% | 0.2
COc1ccc(C2=NOC(C(=O)Nc3ccc(C(C)=O)cc3)C2)cc1OC (stereo not drawn) | ? | ? | -3.8 | -6.5 | 5.0% | 1.5% | -0.6% | 12.7 | -0.8% | nt
CC(=O)C1C(c2cccc([N+](=O)[O-])c2)C2C(C)=NN=C2CC1(C)O (stereo not drawn) | -1.0% | 8.4% | 10.0 | 6.9 | 2.3%[46.1 µM] | -1.2% | 2.9% | 2.0 | -8.3% | 0.6
CCN1CCN(c2c(C=O)c(Cl)nc3ccc(OC)cc23)CC1 | -3.3% | ? | -6.8 | 0.9 | 2.7% | 0.1% | -5.0% | 0.4 | 2.2% | -1.7
Cn1cc(/C=C/c2cc[n+](C)cc2)c2cc(Cl)ccc21 | ? | ? | -5.8 | 2.1 | 7.9% | ? | -7.6% | -11.6 | -12.8% | 5.3
Cn1nc(C(=O)NC2CCCCC2)c2ccccc2c1=O | 11.8% | ? | -9.8 | -8.2 | 0.7% | -2.9% | 18.5% | 5.7 | 7.2% | -0.9
Cc1ccc(-n2c(SCC(=O)Nc3nccs3)nc3c(c2=O)SCC3)cc1 | 2.7% | -27.1% | -7.0 | -7.9 | -4.0% | 0.4% | 1.1% | -3.5 | 1.2% | 1.3
O=C(NCCc1ccc(F)cc1)C(=O)NCC1CCCN1S(=O)(=O)c1cccs1 (stereo not drawn) | 10.9% | ? | 0.0 | 2.8 | -5.2% | -0.2% | 20.8% | 10.4 | ? | 0.4
c1cc(CNC2=NCCCCC2)ccn1 | 3.5% | 14.3% | 0.6 | -3.4 | nt | 1.7% | 0.5% | -2.6 | -1.0% | -0.5
COC(=O)c1ccccc1-c1cn(C)c2ccccc2c1=O | -3.1% | -3.6% | 14.7 | -1.8 | 0.0% | 7.7% | -5.3% | 14.2 | 4.5% | 1.8
CCOC(=O)CNC(=O)c1sc2ncnc(N3CCc4ccccc4C3)c2c1C | -36.8% | 18.4µM* | 7.7 | 5.0 | 2.9% | -0.3% | -0.7% | 13.3 | 3.7% | -0.6
CCCc1nnc(NC(=O)Cn2c(=O)oc3cc(Br)ccc32)s1 | 2.2% | ? | -4.1 | -38.9 | -10.9% | 1.9% | nt | 8.4 | 3.2% | 14.7
C=CCn1c(COc2ccc3c(c2)CCCC3)nnc1SCC(=O)Nc1cccc(SC)c1 | -8.3% | 1.9% | -2.5 | 4.9 | -5.2% | -1.5% | 19.8% | -41.8 | 0.2% | -3.2
CC(C)c1cc(C(=O)N2CCCC(N3CCN(c4ccccc4F)CC3)C2)nc(N)n1 (stereo not drawn) | -12.9% | -23.5% | 10.5 | 8.8 | -5.3% | 0.4% | -3.3% | 0.0 | 1.3% | -2.3
CCNC(=O)NC1(C(=O)Nc2ccc3c(c2)OCCO3)CCCCC1 | 11.4% | 3.2% | -16.3 | 0.5 | 0.0% | -6.4% | -0.2% | 55.7 | 5.5% | 2.7
COc1ccc(S(=O)(=O)NCCS(=O)(=O)N2CCN(c3ccccc3)CC2)cc1 | 17.4% | -3.5% | -2.7 | -2.8 | 4.4% | -0.5% | -13.7% | nt | -14.6% | 0.7
COc1cc(NS(=O)(=O)c2ccc(Nc3nc(-c4ccccc4)cs3)cc2)nc(OC)n1 | 6.1% | 11.3% | -3.4 | -5.1 | -1.6% | 1.0% | 5.3% | -20.5 | ? | -2.3
C/C(CC(=O)Nc1cccnc1)=N\NC(=O)c1ccc([N+](=O)[O-])c(Cl)c1 | 1.7% | 11.2% | 6.0 | 2.8 | 2.5%[46.1 µM] | 0.9% | -7.5% | -16.8 | 4.6% | 6.4
c1ccc2cc(OCCCn3ccnc3)ccc2c1 | 3.6% | ? | 7.3 | 11.8 | 5.9% | -1.0% | 1.4% | 1.1 | -9.6% | -3.3
CCCCOC(=O)CSC1=C(C#N)C(c2ccc3c(c2)OCO3)CC(=O)N1 (stereo not drawn) | 5.3% | ? | 12.6 | 2.8 | -18.3% | -0.9% | nt | 11.9 | 3.0% | 21.0
Cc1cccc(C(=O)NNC(=O)c2n[nH]c(=O)c3ccccc23)c1C | 14.9% | ? | -4.3 | -1.2 | -2.4% | 2.0% | -4.7% | 28.9 | -7.5% | -1.7
Cc1ccc(NC(=O)CN(C)C(=O)COc2ccc(C(=O)c3ccc(F)cc3)cc2)cc1 | -6.0% | ? | -5.9 | -11.2 | 3.9%[46.1 µM] | 2.8% | 1.7% | -3.2 | 11.0% | 0.2
COc1ccccc1NC(=O)COC(=O)c1cc(C)nc2ccccc12 | 11.0% | -7.1% | -1.1 | -12.6 | 4.7% | 0.6% | 2.2% | -19.9 | -1.4% | 9.4
Cc1cc(N2CCN(Cc3ccc4c(c3)OCO4)CC2)n2ncnc2n1 | 18.9% | -11.4% | -18.1 | ? | 5.9% | 1.2% | -2.2% | 5.9 | -2.2% | -0.4
CC1CC(C)CN(CCCNC(=O)C2CCCN(c3nnc(N4CCCC4=O)s3)C2)C1 (stereo not drawn) | 3.8% | -2.2% | 0.3 | -30.1 | 1.0% | -0.8% | 2.0% | 10.3 | -1.9% | -0.7
O=C(C1CCCCN1S(=O)(=O)c1ccccc1[N+](=O)[O-])N1CCOCC1 (stereo not drawn) | 2.1% | -5.0% | -0.1 | 6.4 | 8.7% | 2.6% | 1.1% | 0.4 | 4.4% | -0.6
COc1ccc(Cl)cc1S(=O)(=O)NC(C)C(=O)NCc1ccccn1 (stereo not drawn) | -4.5% | -0.9% | 10.2 | 0.5 | -3.4% | 1.4% | 0.1% | -2.4 | -7.5% | -0.2
O=C1/C(=C/c2cccc([N+](=O)[O-])c2)Oc2cc(O)ccc21 | -6.0% | ? | -12.5 | 7.4 | 8.0% | 0.7% | -3.2% | -13.1 | 7.2% | 24.0
CN(C(=O)c1ccc(NC(=O)Cc2cccc(NC(=O)C3CCCN(C(=O)C4CCC4)C3)c2)cc1)C1CCCC1 (stereo not drawn) | 1.2% | ? | -6.4 | -4.4 | -11.2% | -3.3% | ? | 5.7 | -1.1% | -8.2
C=CCOC(=O)C1=C(C)NC(SCC(N)=O)=C(C#N)C1c1cccs1 (stereo not drawn) | 5.5% | -13.0% | -3.2 | -3.4 | 0.8%[46.1 µM] | 0.8% | -1.1% | -13.2 | 13.0% | 5.7
Cc1ccc(N/C=C/C(=O)c2sc(-c3ccccc3)nc2C)cc1 | 16.6% | ? | 7.2 | 11.7 | 4.8% | 4.2% | 9.1% | -32.5 | 1.2% | 2.5
Cc1ccccc1CCNC(=O)CCn1ccc2cc(S(=O)(=O)N3CCCC3)ccc21 | 1.4% | ? | 15.6 | 10.8 | 3.2% | -1.4% | -2.3% | 6.0 | -3.1% | -0.1
COC(=O)/C=C/COc1ccccc1[N+](=O)[O-] | -23.7% | ? | -2.5 | nt | 2.8% | 0.3% | -2.2% | 0.9 | -2.4% | -3.2
CC(C)Cc1nc(N2CCC(C(N)=O)CC2)c2nnn(Cc3ccccc3)c2n1 | 9.8% | 8.7% | -21.4 | 5.0 | 0.0% | -9.6% | 4.6% | 8.5 | -2.5% | 14.4
COc1cccc(-c2nn3c(-c4ccccn4)nnc3s2)c1 | -3.1% | ? | -5.3 | -8.2 | 3.0% | 0.0% | 15.3% | 23.0 | -4.0% | nt
O=C(COc1ccccc1)NCc1ccccc1 | -16.5% | ? | 9.0 | 3.7 | 5.0% | 2.3% | -0.2% | 11.3 | -2.0% | 7.2
CCn1cc(C2=NC(CC(C)C)CO2)c2ccccc21 (stereo not drawn) | -4.1% | -3.7% | -14.3 | 4.7 | -5.6% | -0.9% | 6.8% | -0.2 | 1.4% | 12.4
CCOC(=O)c1sc(NC(=O)C2CCC2)cc1C | 5.3% | ? | -12.9 | nt | -1.7% | -0.3% | 28.0% | 1.8 | 14.7% | ?
CCCNC(=O)c1cc2c3ccccc3n(C)c2s1 | 6.2% | ? | 4.4 | -3.5 | -3.2% | -0.4% | -3.2% | -5.0 | ? | ?

From PubChem
